HTRA1 inh: blocks human HTRA1 serine peptidase. Q92743. AID 504803. 0.5% of 340,000 active. inhibition, % at 5.96 µM. recombinant HTRA1, FP-rhodamine activity-based probe, fluorescence polarization; in the data active = inhibition above about 36%;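 note: 0% = enzyme with DMSO and 100% = wells lacking enzyme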
Target sequence (Q92743 whole entry, looked up): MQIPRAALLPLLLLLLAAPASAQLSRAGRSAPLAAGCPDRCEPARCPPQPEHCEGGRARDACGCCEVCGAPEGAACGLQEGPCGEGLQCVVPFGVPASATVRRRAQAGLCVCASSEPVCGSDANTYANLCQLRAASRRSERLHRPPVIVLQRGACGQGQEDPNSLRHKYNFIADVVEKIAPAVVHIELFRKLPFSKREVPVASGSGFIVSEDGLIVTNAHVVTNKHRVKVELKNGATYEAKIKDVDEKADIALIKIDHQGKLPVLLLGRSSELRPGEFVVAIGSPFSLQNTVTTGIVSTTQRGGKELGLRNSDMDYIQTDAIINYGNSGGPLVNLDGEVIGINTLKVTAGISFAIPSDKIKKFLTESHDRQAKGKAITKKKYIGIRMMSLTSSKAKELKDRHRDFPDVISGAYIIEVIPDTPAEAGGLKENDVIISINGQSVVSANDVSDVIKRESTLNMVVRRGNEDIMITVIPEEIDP
LEDGF integ inh: blocks HIV-1 LEDGF/p75-dependent DNA integration; 0.64% of 370,000 active; inhibition, % at 3.7 µM; TR-FRET IN-LEDGF/p75 DNA integration, Eu/Cy5; AID 743269;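 active = inhibition above the screen-wide mean plus 3 SD, cut at about 13% in these data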;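 note: signal is the Cy5 over europium emission ratio at 671 and 618 nm; 0% = plate median of compound wells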
NPR2 activator: GC-B (human) receptor activation | HEK293-GC-B cells, CNP EC30, cGMP TR-FRET; 0% at EC30 CNP, 100% saturating CNP | activation, % at 10 µM | P20594 | 0.11% of 370,000 active | AID 1920062;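 active = activation at 10 µM reaching about 35% in either raw or pattern-adjusted values, limit read from the data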
mABHD4 FP: ABHD4 (mouse) inhibition, primary FP screen | Q8VD66 | 0.54% of 370,000 active | inhibition, % at 8.92 µM | AID 720543 | purified mABHD4, FP-Rh probe fluorescence polarization;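 active = inhibition exceeding the mean over every tested compound plus 3 SD, cut at about 30% in these data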;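 note: 0% = plate median of compound wells and 100% = S159A mutant with DMSO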
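Test system: mouse ABHD4 enzyme, wild type. Reagent: FP-Rh fluorescent activity-based probe, added after compound pre-incubation. Timing: pre-incubation 45 min, probe exposure 60 min, at 25 °C. Technique: FP readout, ex 525 nm / em 598 nm. Benchmarks: high control S159A mutant with DMSO, low control median of compound wells.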
rCAG binder: molecules binding r(CAG) RNA repeats. r(CAG) RNA repeat, TO-PRO-1 dye displacement fluorescence. inhibition, % at 3 µM. 1.3% of 370,000 active. AID 651821;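 active = inhibition above the plate cutoff, the mean of all test compounds on that plate plus 3 SD, cut at about 35% in these data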;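 note: 0% = DMSO alone and 100% = 100 µM mitoxantrone as full dye displacement; higher means more dye released from RNA so lower well fluorescence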
TDP2 absorb: TDP2 (human) inhibition, absorbance primary screen; O95551; recombinant TDP2, T5PNP hydrolysis, p-nitrophenol absorbance 415 nm; inhibition, % at 12.8 µM; 0.34% of 370,000 active; AID 720702;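 active = inhibition above the mean of all tested compounds plus 3 SD, set per campaign, cut at about 25% in these data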;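 note: 0% = DMSO with enzyme and 100% = buffer with substrate but no TDP2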
Target sequence (O95551 whole entry, looked up): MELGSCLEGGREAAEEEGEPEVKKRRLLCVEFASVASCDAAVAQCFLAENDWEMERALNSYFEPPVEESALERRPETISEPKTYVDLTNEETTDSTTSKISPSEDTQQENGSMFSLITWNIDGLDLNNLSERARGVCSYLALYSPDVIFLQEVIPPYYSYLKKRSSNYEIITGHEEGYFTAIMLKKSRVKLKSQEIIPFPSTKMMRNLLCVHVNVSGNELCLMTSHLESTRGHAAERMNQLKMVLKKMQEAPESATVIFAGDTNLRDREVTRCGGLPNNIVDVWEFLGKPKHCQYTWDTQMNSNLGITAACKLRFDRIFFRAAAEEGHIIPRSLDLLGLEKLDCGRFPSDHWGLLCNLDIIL
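Read-out basis: percent inhibition. System: recombinant human TDP2. Buffer or medium: Mg2+-containing Tris-HCl buffer, pH 7.5. Repeats: single replicate. Timing: reaction 2 h, 37 °C. Benchmarks: high control without enzyme, low control DMSO plus TDP2. Probe or stimulus: 5 mM T5PNP. Doses: 12.8 µM only. Measured by: epi absorbance of p-nitrophenol freed from T5PNP by hydrolysis.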
TCR-CD3 inh: inhibitors of human TCR-CD3 interaction; TAMRA-labeled TCR probe fluorescence, biochemical; inhibition, % at 9.4 µM; 0.37% of 360,000 active; in the data active = inhibition above about 19%;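 note: recombinant mutant TCR 2C K166C tagged with TAMRA read by polarization; 0% = receptor in buffer alone and 100% = receptor with positive control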
PRMT1 FP inh: blocks human protein arginine methyltransferase 1. recombinant PRMT1, activity-based probe fluorescence polarization. 1.3% of 370,000 active. AID 652257. Q99873. inhibition, % at 2.79 µM;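 active = inhibition above about 21% made by adding two undisclosed values, limit read from the data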
MBD2 inh: MBD2-methylated oligo binding inhibition; 0.31% of 370,000 active; inhibition, % at 4.4 µM; TR-FRET, MBD2 binding to methylated oligonucleotide; Q9UBB5; in the data active = inhibition above about 13%
SIAE inh: human SIAE inhibition, primary screen. Q9HAT2. SIAE FP-Rh probe binding, fluorescence polarization. inhibition, % at 9.66 µM. 0.69% of 370,000 active;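 active = inhibition above a cutoff: mean of compounds within the control limits plus 3 SD of those, cut at about 17% in these data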;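 note: 0% = plate median of compound wells and 100% = probe without SIAE protein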
Numbers without * were called inactive.

SMILES	HTRA1 inh	LEDGF integ inh	NPR2 activator	mABHD4 FP	rCAG binder	TDP2 absorb	TCR-CD3 inh	PRMT1 FP inh	MBD2 inh	SIAE inh
O=C(Nc1ccc(F)cc1)c1ccccc1NC(=O)C1CCCCC1C(=O)O (centres undefined)	3.3	-3.5	-4.8	1.8	-0.5	-3.1	-4.0	4.2	1.6	3.8
COc1ccccc1C(=O)NCC(=O)N/N=C/c1cc(Br)ccc1OCc1ccccc1	-91.3	1.3	7.9	-55.6	8.9	0.6	11.0	-0.1	-1.4	-53.8
Cc1nn(Cc2ccccc2Cl)c2sc(C(=O)NCc3ccc4c(c3)OCO4)cc12	-65.7	-10.0	4.0	-49.7	16.4	-11.8	8.8	-0.1	-0.6	-25.6
Oc1ccc(/C=N/N2CCN(C3c4ccccc4-c4ccccc43)CC2)c(O)c1	-8.8	1.7	-2.9	0.6	10.0	7.1	0.6	0.7	0.9	10.4
CCOC(=O)c1c(-c2ccccc2)csc1NC(=O)C1CCCO1 (centres undefined)	1.6	-0.5	-0.2	2.6	1.5	0.1	2.6	13.5	-1.8	-0.1
COc1ccc(NS(=O)(=O)c2cc(NC(=O)CC(C)(C)C)ccc2N2CCCC2)cc1	-4.7	0.7	-4.5	-0.6	1.4	7.7	-3.6	-0.7	2.2	5.9
O=C(Nc1cccc(S(=O)(=O)Nc2ccccc2F)c1)c1ccc2ccccc2n1	-48.6	-2.6	2.5	-17.3	31.1	-4.8	-0.6	43.1*	1.0	-11.6
CCn1c(-c2ccc3[nH]c(C)c(C)c3c2)n[nH]c1=S	-3.9	-0.3	-8.6	1.3	0.7	8.9	2.6	3.6	-4.2	2.8
COc1cccc(CNS(=O)(=O)c2cc(CN3C(=O)c4cccnc4C3=O)ccc2OC)c1	0.2	-3.5	1.0	3.7	4.4	5.7	-7.4	-0.7	8.6	2.2
CCOC(=O)c1c(NC(=S)N2CCOCC2)sc(C)c1C	-2.0	-1.3	-9.2	2.9	-1.9	-0.1	2.8	2.1	0.8	2.9
CC(=O)Nc1ccc(S(=O)(=O)NNC(=O)c2ccc(S(=O)(=O)N3CCCCC3)cc2)cc1	0.5	-1.1	0.7	-2.7	4.2	1.8	4.8	0.1	1.7	1.1
CC1(C)OC(=O)C(=CNc2cccc(C(=O)O)c2)C(=O)O1	0.7	-1.9	7.0	-0.3	2.1	7.3	-2.4	2.5	-1.0	-0.7
COC(=O)NNC(=O)c1ccc(Cl)cc1Cl	0.8	10.1	4.3	-15.9	4.0	-5.5	1.2	-0.6	-3.9	3.4
C=C(C)CN(CC)C(=O)CN1C(=O)NC2(CCCc3ccccc32)C1=O (centres undefined)	-6.7	0.9	-0.3	8.6	-6.4	-0.7	-2.4	-1.7	4.2	-3.5
COc1ccc(NC(=O)CCCn2cc([N+](=O)[O-])cn2)cc1	6.2	-0.2	2.9	-8.3	0.1	11.7	1.5	-2.5	3.9	-0.7
Nc1ccc(CCCC(=O)NCc2cccnc2)cc1	-2.5	-6.9	-10.7	0.1	7.1	-1.5	-0.3	0.8	-2.8	1.9
COc1ccc(S(=O)(=O)N2CCCCC2)cc1NC(=O)CN(C)C1CCCCC1	-32.0	-2.6	1.0	-1.1	-10.0	-3.2	-1.0	2.8	6.4	5.3
COc1cccc(OC)c1C(=O)NC(=S)NNC(=O)[C@H]1C[C@@H]1c1ccccc1	5.3	1.1	0.1	3.0	5.0	12.3	17.8	-0.1	-1.7	6.5
CCOc1ccccc1NC(=O)C1CCCN(C(=O)NCc2ccccc2)C1 (centres undefined)	-5.7	-1.1	7.3	-1.0	-6.6	-5.3	-1.4	1.7	-4.3	5.6
COc1cc(CNc2ccc(N3CCOCC3)cc2)ccc1OCC(=O)NC(C)(C)C	10.3	4.7	-3.8	16.8	3.7	6.6	5.5	3.0	3.1	19.1*
CCNC(=O)C(=O)NCC1OCCCN1S(=O)(=O)c1cccs1 (centres undefined)	5.8	2.0	0.2	0.3	0.9	6.5	2.9	-1.2	3.0	7.0
COc1ccc(C(=O)Nc2c(-c3cccs3)c(=O)c3ccccc3n2C)cc1	1.2	-2.6	0.6	6.5	2.7	3.3	3.6	0.8	0.6	-3.6
O=C(NCCc1ccc(F)cc1)Nc1ccc2c(c1)OCO2	-0.9	-0.7	3.8	-4.9	-1.1	5.7	1.8	-6.2	-3.2	9.0
Cc1ccc(S(=O)(=O)N2CCOCC2)cc1NC(=O)C1CC(=O)N(c2ccc3c(c2)OCCO3)C1 (centres undefined)	9.5	-11.7	-4.6	1.4	-4.0	-4.0	-6.7	0.8	0.0	3.2
COc1ccc(NS(=O)(=O)c2ccc(OCC(=O)N3CCOCC3)cc2)cc1	-0.7	6.7	-1.3	-6.0	0.3	-7.8	-4.7	-0.6	-8.3	10.4
Nc1nc(N)nc(-c2ccccc2O)n1	-3.7	-0.1	4.7	4.2	0.6	-14.3	-3.3	-4.6	-3.1	-0.5
Cc1ccc(C2=NN(C(=O)CCC(=O)O)C(c3cccs3)C2)cc1 (centres undefined)	1.7	5.7	-10.8	7.8	3.8	8.6	-0.9	-1.1	-0.1	1.2
COc1ccc(Cc2nnc(-c3ccc(F)cc3)o2)cc1OC	4.5	-0.4	6.9	2.1	0.3	-4.3	0.5	-0.8	-0.8	-1.6
CCc1ccccc1NC(=O)C1CCCN1C(=O)Nc1ccc(C)cc1 (centres undefined)	-1.5	-0.1	-0.6	0.5	0.9	13.9	0.8	-1.7	-1.1	0.6
COc1ccccc1OCC(=O)N/N=C1/SCC(=O)N1Cc1ccccc1	-3.8	2.6	2.2	0.1	-1.0	0.1	2.5	1.8	-0.5	1.9

Profiles, looked up by structure. Screens in order: HTRA1 inh, LEDGF integ inh, NPR2 activator, mABHD4 FP, rCAG binder, TDP2 absorb, TCR-CD3 inh, PRMT1 FP inh, MBD2 inh, SIAE inh
Profile of COc1ccc(C(=O)Nc2c(-c3cccs3)c(=O)c3ccccc3n2C)cc1 = 1.2, -2.6, 0.6, 6.5, 2.7, 3.3, 3.6, 0.8, 0.6, -3.6
Profile of C=C(C)CN(CC)C(=O)CN1C(=O)NC2(CCCc3ccccc32)C1=O (centres undefined) = -6.7, 0.9, -0.3, 8.6, -6.4, -0.7, -2.4, -1.7, 4.2, -3.5

The results go on.
SMILES	HTRA1 inh	LEDGF integ inh	NPR2 activator	mABHD4 FP	rCAG binder	TDP2 absorb	TCR-CD3 inh	PRMT1 FP inh	MBD2 inh	SIAE inh
CCOc1ccc(OCCSc2nc3ccccc3n2CC(=O)O)cc1	1.0	-1.4	1.6	-1.2	7.9	15.8	-2.6	0.5	-0.1	-0.7
COc1ccccc1/C=C/C=N/NC(=O)CCn1nnc2ccccc21	0.6	-3.5	1.9	-5.3	0.1	-6.8	2.3	-2.3	0.0	2.7
Cc1n[nH]c(=O)c2c(NC(=O)CSc3nnnn3-c3ccccc3)oc(C)c12	-6.7	-2.7	-0.6	-3.3	0.7	15.2	4.7	0.6	-3.8	10.9
CCC(C)(O)c1[nH]c2ccc(C(F)(F)F)cc2c1C (centres undefined)	-10.4	-0.3	-8.8	-9.2	0.3	-0.7	-5.0	3.6	1.8	3.1
O=C(Nc1nnc(-c2ccncc2)s1)C1CCCO1 (centres undefined)	4.7	1.2	4.7	2.2	3.5	1.8	1.3	2.1	4.4	-2.1
Cc1ccc(C(=O)NCCNC(=O)c2cccnc2)cc1	1.6	3.0	-0.8	7.5	-2.3	-1.0	5.2	-1.1	-4.7	7.5
Cc1nn(C)cc1C(N)=O	-0.9	0.7	2.0	-4.3	0.8	2.2	-3.9	-2.0	0.8	-2.1
O=C1NC(c2cccs2)Nc2ccccc21 (centres undefined)	2.7	5.3	-4.5	-11.1	2.8	-8.7	-3.2	2.7	4.3	-3.4
CCC(=NCCN1CCNCC1)C1=C(O)CC(C)(C)CC1=O	0.0	1.1	3.0	-2.4	-2.0	-7.6	-6.4	-2.6	1.2	3.0
Cc1ccc(CNC(=O)c2ccc3c(c2)NC(=O)CS3)cc1	1.1	0.6	8.1	4.6	1.6	5.5	8.1	2.0	-0.3	-6.3
[O-][n+]1cccc2cccc(O)c21	-1.0	-4.0	-2.3	13.3	2.6	4.7	-3.1	2.0	-5.2	5.9
COc1ccc2c(c1)c1nc3ccccc3nc1n2CCn1c(=O)oc2ccccc21	1.1	-5.2	-15.4	6.6	0.7	4.8	-5.3	1.9	-3.1	-1.3
CC(=O)Nc1ccc(N(C)S(C)(=O)=O)cc1	2.8	-5.6	10.0	5.7	2.1	3.9	-1.3	7.5	-2.6	-8.7
Cc1cccc(-c2ocnc2C(=O)N2CCN(C(=O)c3cccs3)CC2)c1	-3.8	1.1	3.6	3.6	-3.5	5.7	10.4	-0.7	-3.7	1.0
C/C(=N\NC(=O)c1c(C)nc2ccccn12)c1ccc(O)cc1O	9.1	-0.3	-1.8	14.0	4.1	-17.4	49.4*	0.3	-1.4	4.8
CCc1ccc(-c2cc(C)no2)cc1S(=O)(=O)NCc1ccccc1OC	-28.1	3.8	-6.4	-6.5	-0.3	-7.3	1.4	-2.7	0.5	-12.2
CC(C)C(OC(=O)c1cccs1)C(=O)NCc1ccco1 (centres undefined)	5.0	0.6	1.2	3.9	1.9	4.7	1.1	1.0	-1.9	0.2
N#Cc1nc2ccccc2n1OCc1ccccc1	2.6	-0.1	0.2	0.7	4.0	-1.1	-0.2	-2.8	5.3	-5.2
COC(=O)c1cc2oc3ccccc3c2n1CC(=O)N1CCCc2ccccc21	-1.1	1.1	-15.4	-4.6	-1.7	-6.8	5.3	-0.1	0.2	3.0
CCOC(=O)C(C)n1nc(-c2ccccc2)c2ccccc2c1=O (centres undefined)	0.4	0.4	-2.0	-1.7	-4.5	3.3	1.2	-2.9	0.1	-5.6
O=C(Nc1ccc([N+](=O)[O-])cc1)OCCc1ccccn1	0.3	3.6	-1.0	-3.5	2.6	-8.6	-6.2	-8.9	0.6	2.4
Nc1c2c(nc3c1CCCC3)CCCC2 (tested in a mixture with another compound)	-1.6	0.9	1.8	2.5	-1.4	3.5	3.4	-0.6	-0.9	-0.1
O=C(CN1/C(=C(/O)c2ccccc2)C(=O)c2ccccc2S1(=O)=O)c1ccccc1	6.7	0.8	-0.1	10.4	12.8	-6.0	-0.5	0.3	-1.3	7.7
COc1cc2c3c(c1)C1(C(=O)N3C(C)(C)C=C2C)C(C#N)=C(N)Oc2cc(O)ccc21 (centres undefined)	-34.6	-0.9	-12.1	-20.6	3.1	3.1	-0.2	1.4	-0.1	2.0
CC(C)Nc1ncnc2c1cnn2Cc1ccccc1Cl	1.5	2.1	1.1	1.5	-8.1	-10.6	-1.1	-0.8	1.5	-1.4
COc1cc2oc(=O)ccc2cc1[C@@H](O)[C@@H]1OC(C)(C)OC1(C)C	-6.1	-1.5	-3.3	2.3	-2.5	-8.7	-1.4	2.0	-0.2	1.3
CCN(CC(=O)Nc1ccc(NC(C)=O)cc1)C(=O)c1cccnc1Sc1ccc(C)c(C)c1	-8.0	2.6	5.0	-6.6	2.3	6.9	2.3	-4.7	-1.1	0.9
O=C(/C=C/c1ccco1)Nc1ccc(N2CCCC2)cc1	23.3	2.8	3.2	-2.1	13.8	-0.8	5.0	5.7	-3.8	8.4

From PubChem BioAssay

A portion of the library; rates above refer to the full screens.
